# High-throughput results from PubChem BioAssay.
# bIAP act: bovine intestinal alkaline phosphatase activators, primary screen, biochemical, bovine IAP, CDP-star luminescence; AID 1016, 2008; 0.17% of 200,000 active; activation factor at 20 µM; purified bovine IAP, 30 min; active compounds read high; fold of DMSO-control signal, blank-subtracted; alkaline phosphatase, intestinal [Bos taurus];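 active means activation factor of 2 or more at 20 µM, a signal rise over negative controls twice the positive control's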
# ROMK primary: ROMK potassium channel modulators, primary screen, cell-based, thallium flux, MLSMR library | ATP-sensitive inward rectifier potassium channel 1 (Homo sapiens), P48048 | Tet-inducible ROMK, thallium flux fluorescence; actives lie on both sides | B-score at 10 µM | 2% of 130,000 active | AID 1918, 2009;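 active means signal ratio slope over the read window, or its plate-corrected B-score, at least 3 SD from the plate mean, either direction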;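 further: B-score of the F/F0 ratio slope over 7 to 12 s after thallium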
# DTT redox prof: compounds producing H2O2 with reducing agent – biochemical, NIH compound library profiling, artefact control for MLSCN library redox annotation, primary screen; DTT-dependent redox cycling H2O2, phenol red/HRP absorbance; 100% = 100 µM peroxide control, 0% = buffer; activation, % at 10 µM; 0.03% of 200,000 active;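 active means activation of at least 50% relative to the plate's high and low controls in the primary single-dose screen; inactive means activation below 50%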;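 further: compound incubated with DTT at 0.8 mM final as the reducing agent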
# PPARg SRC-1 ag: PPARgamma agonists recruiting SRC-1 coactivator, primary screen, biochemical | Peroxisome proliferator-activated receptor gamma (Homo sapiens), P37231 | PPARgamma-SRC-1 coactivator recruitment biochemical assay | activation, % at 8 µM | 0.41% of 200,000 active; in the data active means activation above about 19%;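 further: 0% = DMSO and 100% = reference agonist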
# L major viab: Leishmania major promastigote growth inhibition, primary screen. Leishmania major promastigotes, resazurin fluorescence viability. inhibition, % at 10 µM. 9% of 200,000 active. AID 1063, 2008; in the data active means inhibition above about 50%;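 further: promastigotes grown with compound for 44 hours at 28 °C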
# bIAP inh: bovine intestinal alkaline phosphatase inhibitors, primary screen, selectivity assay for TNAP inhibitor project, biochemical, bovine IAP, CDP-star luminescence. AID 1019, 2008. alkaline phosphatase, intestinal [Bos taurus]. purified bovine IAP, 30 min. inhibition, % at 20 µM. 190,000 tested, under 10 active;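 active means over 50% inhibition of intestinal alkaline phosphatase at 20 µM in the single-dose screen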
#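 Assay system – bovine IAP enzyme · Quantity – bovine IAP at 1/65,000,000 final dilution · Detection – CDP-star luminescence signal · Times – 30 min reaction at room temperature · Also added – CDP-star substrate at 30 µM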
# TLR4-MyD88 BLA: inhibitors of TLR4-MyD88 association in cells, primary screen, cell-based, HeLa CL3-4, BLA complementation, FRET ratio. AID 861, 2007. Toll-like receptor 4 (Homo sapiens) + Myeloid differentiation primary response protein …. inhibition, % at 8.4 µM. HeLa CL3-4 TLR4/MyD88 BLA complementation. 0.18% of 200,000 active; in the data active means inhibition above about 25%;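 further: 0% = vehicle and 100% = reference inhibitor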
# Target sequence (O00206 whole entry, looked up): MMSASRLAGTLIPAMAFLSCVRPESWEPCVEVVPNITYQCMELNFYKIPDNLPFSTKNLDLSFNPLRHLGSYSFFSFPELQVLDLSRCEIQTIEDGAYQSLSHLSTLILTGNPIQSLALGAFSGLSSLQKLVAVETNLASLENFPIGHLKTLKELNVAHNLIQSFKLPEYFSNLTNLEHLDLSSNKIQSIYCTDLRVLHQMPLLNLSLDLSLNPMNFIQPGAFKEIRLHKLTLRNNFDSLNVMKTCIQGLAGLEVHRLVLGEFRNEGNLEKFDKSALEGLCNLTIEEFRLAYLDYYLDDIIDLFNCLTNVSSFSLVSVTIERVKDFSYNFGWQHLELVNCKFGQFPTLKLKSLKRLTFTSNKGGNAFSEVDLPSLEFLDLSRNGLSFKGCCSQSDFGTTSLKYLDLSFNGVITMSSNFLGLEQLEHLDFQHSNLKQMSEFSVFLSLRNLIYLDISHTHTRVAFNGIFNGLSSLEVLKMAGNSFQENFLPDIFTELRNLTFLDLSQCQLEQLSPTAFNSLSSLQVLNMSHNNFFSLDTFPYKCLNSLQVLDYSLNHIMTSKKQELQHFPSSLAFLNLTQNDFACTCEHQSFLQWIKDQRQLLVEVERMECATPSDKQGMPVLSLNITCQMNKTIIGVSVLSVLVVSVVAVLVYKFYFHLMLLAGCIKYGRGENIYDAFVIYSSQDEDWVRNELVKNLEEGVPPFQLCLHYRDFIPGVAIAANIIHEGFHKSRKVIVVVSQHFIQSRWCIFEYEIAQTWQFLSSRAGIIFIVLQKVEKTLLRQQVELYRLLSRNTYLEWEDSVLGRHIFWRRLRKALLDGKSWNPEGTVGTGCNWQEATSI
# Target sequence (Q99836 whole entry, looked up): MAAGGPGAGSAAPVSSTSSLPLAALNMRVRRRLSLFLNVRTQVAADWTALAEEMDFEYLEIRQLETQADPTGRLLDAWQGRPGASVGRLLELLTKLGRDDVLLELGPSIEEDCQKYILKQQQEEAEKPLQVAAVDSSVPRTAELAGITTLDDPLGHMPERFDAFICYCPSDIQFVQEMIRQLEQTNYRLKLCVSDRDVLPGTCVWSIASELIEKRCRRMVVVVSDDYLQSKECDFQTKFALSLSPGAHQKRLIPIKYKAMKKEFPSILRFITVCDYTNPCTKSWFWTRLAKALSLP
# PPARg SRC3 recr: PPARgamma agonists recruiting SRC-3 coactivator, primary screen, biochemical; Peroxisome proliferator-activated receptor gamma (Homo sapiens), P37231; biochemical PPARgamma/SRC-3 coactivator recruitment assay; activation, % at 8 µM; 0.26% of 200,000 active; AID 731, 2007; in the data active means activation above about 23%;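 further: 0% = DMSO and 100% = reference agonist; some compounds past the cut are filed as inactive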
# S1P3 antag: S1P3 receptor antagonists, primary screen, cell-based | Sphingosine 1-phosphate receptor 3 (Homo sapiens), Q99500 | AID 485, 2006 | CHO S1P3 NFAT-BLA reporter, FRET fluorescence, antagonist mode | 0.27% of 170,000 active | inhibition, % at 4.98 µM;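 active means inhibition above the plate cutoff, the mean inhibition of test wells on that plate plus 3 SD, cut at about 28% in these data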;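 further: cells challenged with S1P at its EC80 of 0.8 µM; blue over green emission ratio from cleaved BLA substrate after 4 h stimulation; 0% = S1P-stimulated wells and 100% = unstimulated DMSO-only wells; some compounds past the cut are filed as inactive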
# PPARg SRC2 recr: agonists of PPARg-SRC-2 recruitment, primary screen, biochemical, HTS; activation, % at 8 µM; 0.34% of 200,000 active; Peroxisome proliferator-activated receptor gamma (Homo sapiens), P37231; PPARgamma LBD-SRC-2 recruitment; in the data active means activation above about 22%;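 further: 0% = vehicle and 100% = reference agonist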
# SRC2 TRFRET art: TR-FRET signal artefacts, primary screen, artefact control for PPARgamma SRC-2 agonist project, biochemical. TR-FRET artefact counter-screen; active compounds read high. TR-FRET ratio at 8 µM. 0.4% of 200,000 active; in the data active means TR-FRET ratio above about 2000; further: inactives centre near 1500
# * hit, by the source's call; / = not tested or not shown. No enrichment for hits. Share with any hit: about 11%.
SMILES,bIAP act,ROMK primary,DTT redox prof,PPARg SRC-1 ag,L major viab,bIAP inh,TLR4-MyD88 BLA,PPARg SRC3 recr,S1P3 antag,PPARg SRC2 recr,SRC2 TRFRET art
O=S1(=O)CCN(Cc2ccc(Cl)c(C(F)(F)F)c2)CC1,0.9,0.79,-1.9,1,2,14,0,3,-8,4,1417
COc1ccccc1NC(=O)c1cnc2c(-c3ccccc3)c(C)nn2c1C,1.1,-0.11,-0.6,-1,1,-12,-1,3,2,10,1646
O=C1NC(=O)[C@@H]2C3c4ccccc4C=CN3[C@H](C(=O)c3cccs3)[C@H]12 (stereo not given in full),1,/,0.0,4,5,0,-1,6,-28,9,1522
Cc1c(OCC(=O)N(C)C)ccc2c3c(c(=O)oc12)CCCCC3,1.2,-1.4,0.4,2,4,-17,0,2,-23,-3,1393
CCOc1ccccc1-c1nc(SCC(=O)O)n[nH]1,0.5,0.76,1.7,4,-6,/,-6,-15,-39,-9,1369
CCC(CC)c1nnc(NC(=O)c2ccc(N3CCCCC3)c([N+](=O)[O-])c2)s1,1,0.74,0.7,0,4,-4,2,3,-1,-3,1559
COc1cccc(NC(=O)CC2C(=O)NCCN2C(=S)Nc2ccc(F)cc2)c1 (stereo not given),1.1,-0.04,-2.1,9,-3,-8,-6,4,-23,11,1673
CC(C)CCNC(=O)CSc1nc2ccccc2c(=O)[nH]1,1,-0.36,0.2,5,-20,0,-1,4,/,3,1497
CCn1c(C)c(C)c2cc(C(=O)Nc3cccc(Cl)c3)ccc21,1,0.38,-3.5,0,62*,1,-1,0,/,12,1574
CC(NC(=O)C1CCCCC1)c1ccc2c(c1)OCCO2 (stereo not given),1,/,2.2,1,-2,2,-9,-9,9,-4,1551
COc1ccc(Cc2noc(CN3CCNC(=O)CC3)n2)cc1OC,1,/,-0.9,3,-3,-1,3,1,12,-2,1440
COc1ccc(O)c(C2=Nc3ccccc3N=C(c3ccco3)C2)c1,1,/,0.9,2,-2,2,-2,8,/,4,1554
C(=N\Nc1nc(-c2ccccc2)cs1)/c1cccs1,0.9,/,-1.7,9,5,11,-9,-1,/,-7,1624
COc1ccc(CNC(=O)CN2CCC(C(=O)c3ccc(OC)cc3)CC2)cc1,1.1,-2.4,1.6,2,7,-11,-45,1,-15,-1,1427
CC1CN(C(=S)SCCN2Cc3ccccc3C2=O)CC(C)O1 (stereo not given),1,/,-0.7,-1,21,-3,-8,5,14,14,1818

# Rewritten with values under each structure: 3 of the compounds above.
# Order of values: bIAP act | ROMK primary | DTT redox prof | PPARg SRC-1 ag | L major viab | bIAP inh | TLR4-MyD88 BLA | PPARg SRC3 recr | S1P3 antag | PPARg SRC2 recr | SRC2 TRFRET art
CCOc1ccccc1-c1nc(SCC(=O)O)n[nH]1
→ 0.5 | 0.76 | 1.7 | 4 | -6 | / | -6 | -15 | -39 | -9 | 1369
CCn1c(C)c(C)c2cc(C(=O)Nc3cccc(Cl)c3)ccc21
→ 1 | 0.38 | -3.5 | 0 | 62* | 1 | -1 | 0 | / | 12 | 1574
O=C1NC(=O)[C@@H]2C3c4ccccc4C=CN3[C@H](C(=O)c3cccs3)[C@H]12 (stereo not given in full)
→ 1 | / | 0.0 | 4 | 5 | 0 | -1 | 6 | -28 | 9 | 1522

# Remaining list, next part
SMILES,bIAP act,ROMK primary,DTT redox prof,PPARg SRC-1 ag,L major viab,bIAP inh,TLR4-MyD88 BLA,PPARg SRC3 recr,S1P3 antag,PPARg SRC2 recr,SRC2 TRFRET art
COc1ccc(CCNS(=O)(=O)c2cccs2)cc1,0.5,/,0.4,3,-5,/,2,11,-11,2,1566
O=C(CC1C(=O)NCCN1C(=O)c1ccc(F)cc1)OCc1ccccc1 (stereo not given),1,/,0.9,-2,-1,-3,0,13,-32,4,1637
CCOc1ccccc1NC(=O)COC(=O)c1cccc(-c2ccc(OC(C)=O)cc2)c1,0.9,0.25,0.0,1,14,12,-2,2,-19,12,1616
Cc1ccc(S(=O)(=O)CCC(=O)NCc2ccccc2)cc1,1,0.18,/,2,57*,3,-2,6,-2,7,1701
Cc1nn(-c2cccc(Cl)c2)c(Cl)c1/C=N/NC(=O)c1cccnc1,1,/,0.1,3,71*,-2,1,6,7,-1,1499
COC(=O)Cc1ccc(NC(=S)NC(C)(C)C)cc1,0.9,0.73,-0.5,3,3,13,4,-3,-9,-3,1556
CCCCSc1ncc(C(=O)OCC)c(N)n1,0.9,/,-0.3,-5,-2,7,-6,9,/,1,1450
O=C1CC(c2cccc(Cl)c2)CC(O)=C1C=NCCCO (stereo not given),1,/,3.5,-2,2,1,5,-11,-5,-1,1306
CC(=C1C(=O)c2ccccc2C1=O)N1CCN(c2ccccn2)CC1,1,-0.14,0.5,2,-2,1,-7,10,2,3,1442
CS(=O)(=O)Nc1ccc(C(=O)NCCSC2CCCCC2)cc1,1,-1,0.3,10,-3,-1,-11,5,/,10,1799
O=C(N/N=C/c1cccs1)c1ccc2ncccc2c1,1.6,0.48,-0.5,2,7,-55,2,7,-12,5,1671
COc1ccc(C(=O)NC(C)c2nnc(SCC(=O)Nc3nc(C)cs3)n2C)cc1 (stereo not given),0.7,0.1,0.3,-8,5,33,-47,-4,/,0,1489
COc1ccc(C(=O)c2cc3c(cc2[N+](=O)[O-])OCCO3)cc1,0.8,0.075,-1.6,2,2,16,-12,3,-23,3,1722
c1ccc2sc(NC3=NCN(CCN4CCOCC4)CN3)nc2c1,1,0.097,-1.1,13,84*,0,-2,7,4,8,1660
CC1=CC(C)(C)N2C(=O)C3(C(C#N)=C(N)Oc4cc(O)ccc43)c3c(C)c(C)cc1c32 (stereo not given),1.1,-1.7,0.1,4,54*,-6,10,2,/,-9,1531
Fc1ccc(N/N=C(/c2ccccc2)c2ccccn2)cc1,0.6,-0.69,-0.1,4,-4,36,-5,-5,-3,7,1816
CCOC(=O)c1[nH]c(C)c(CN(Cc2ccco2)C(=O)C(F)(F)F)c1C,0.9,1.2,-0.7,-7,10,12,-15,13,29,1,1452
O=C(CCc1nc2ccccc2c(=O)[nH]1)OCC(=O)N1CCc2ccccc21,1,/,-0.7,6,4,-4,-8,2,-5,3,1731
COc1ccc(C(=O)n2c(SC)nc3cc4c(cc32)OCCO4)cc1,1,/,-3.4,3,-2,-2,1,-5,/,-4,1408
CC1=CC(C)(C)N(C(=O)CN2C(=O)CCC2=O)c2ccccc21,1,0.67,-0.3,-4,-1,-4,-1,-5,-25,-2,1576
CC(/C=C/c1ccccc1)=N/NC(=O)CNC(=O)c1ccc2c(c1)OCO2,1,/,0.3,3,-8,-1,-11,10,/,11,1801
CCOc1ccc(C/C(N)=N/n2cnnc2)cc1,0.9,1.2,0.3,0,-5,12,10,-3,/,-2,1429
Cc1nc2c(n1C1CCCCC1)C(=O)c1ccccc1C2=O,1,/,1.2,7,-1,-1,-10,12,/,1,1466
O=C(CN(CCO)c1ccccc1)NC12CC3CC(CC(C3)C1)C2,1,0.046,-0.5,6,2,2,4,3,-2,8,1662
CCSc1ccccc1C(=O)NCc1cccnc1,1,0.6,-0.4,4,-4,0,-20,7,-4,7,1726
COc1ccc(N2CCN(C(CNS(=O)(=O)c3cccs3)c3cccnc3)CC2)cc1 (stereo not given),1.1,-0.013,-0.4,6,98*,-10,-7,12,/,8,1520
C=CCNc1nc(-c2cccc(OC)c2O)nc2ccccc12,0.9,-0.46,-0.8,0,22,8,13,-2,/,1,1581
CN(C)CCNC(=O)C(=O)C1C(=O)Nc2ccccc21 (stereo not given),1,-0.0094,0.2,6,-2,1,-7,0,-1,6,1738
CCOC(=O)c1c(-c2ccc(-c3ccccc3)cc2)csc1NC(=O)CCN1CCOCC1,0.8,/,1.8,3,98*,15,-2,1,-12,-4,1717
CN1CCCC1CCNS(=O)(=O)c1ccc(Br)cc1 (stereo not given),1,-0.25,-0.9,5,96*,0,-4,16,/,2,1480
CC(C)CCN=CC1=C(O)CC(c2ccccc2)CC1=O (stereo not given),1,2.5,0.5,2,-1,4,-18,2,-12,4,1521
CC(=O)c1c(C)[nH]c(C(=O)OC(C)C(=O)Nc2cc(S(=O)(=O)N3CCCCC3)ccc2Cl)c1C (stereo not given),0.9,1.5,0.5,1,34,6,3,2,-4,3,1538
CCOC(=O)C(C)Sc1ccc2nnc(CCNS(=O)(=O)c3ccccc3)n2n1 (stereo not given),1.1,0.93,0.7,0,1,-9,2,-3,-23,-10,1524
Cc1cccc(S(=O)(=O)NNC(=O)c2sc(C)nc2C)c1,0.3,1.5,-0.2,2,1,/,-11,3,1,-1,1549
COc1cccc(N2CCN(Cc3cccnc3)CC2)c1,1,1.1,-0.6,-1,41,5,-13,-4,-13,-8,1531
Cc1ccc(/C=N/N2CCN(C3c4ccccc4-c4ccccc43)CC2)s1,1,0.22,1.7,-4,4,4,-10,-4,-23,-11,1367
O=C(Cc1ccc(Cl)cc1)NCC(=O)N1CCCCC1,1,-0.26,0.0,5,-6,-3,-11,2,-3,3,1575
O=[N+]([O-])c1cccc(-c2ccc(/C=N/Nc3nc(N4CCCCC4)nc(N4CCCCC4)n3)o2)c1,1.1,-1.2,1.1,4,90*,-6,-10,-5,-9,-3,1525
CC(C)Oc1ccc(C(=O)N(Cc2ccco2)C2CCS(=O)(=O)C2)cc1 (stereo not given),0.8,-0.12,0.0,1,-5,16,-7,-5,-3,1,1657
COCCNC(=O)c1ccc(Cl)c(Cl)c1,0.9,/,4.6,-3,-1,8,-12,7,15,5,1689
CN(C)S(=O)(=O)c1ccc(Cl)c(NC(=O)c2ccncc2)c1,0.9,1.2,-0.1,-3,-3,10,-14,-5,-3,1,1575
COc1ccc(-c2coc3cc(OC)cc(OC)c3c2=O)cc1,1,/,-0.1,5,15,-4,-10,3,-5,9,1716
CC(C)C(CO)NC(=O)CC(=O)NC(CO)C(C)C (stereo not given),0.9,/,-3.5,3,-2,6,0,2,20,3,1456
Cc1cc(C)c(NS(=O)(=O)c2ccc(NC(=O)CCC(=O)O)cc2)c(C)c1,1,-0.87,-0.1,0,3,1,2,-2,-9,-5,1420
COCC(=O)OCC(=O)Nc1cc(C)c(C)cc1[N+](=O)[O-],1.1,0.59,0.1,9,55*,-7,-3,0,-2,5,1436
Cc1ccc(-c2nnn(CC(=O)N(CC(=O)NCC3CCCO3)c3ccccc3)n2)o1 (stereo not given),0.9,/,3.2,0,-4,9,2,7,-7,4,1442
COc1ccc(-c2cc(C(F)(F)F)c3c(n2)sc2c(O)cc(=O)[nH]c23)c(OC)c1,1.1,0.56,-0.1,0,1,-10,6,3,0,1,1568
